Screens deposited in PubChem by Sanford-Burnham Center for Chemical Genomics.
hIAP activ – human IAP activation; activation factor at 10 µM; purified human IAP, CDP-Star luminescence, 30 min; stronger effect = higher value; 1 = vehicle-only enzyme, 0 = enzyme-free background; 0.16% of 330,000 active; P09923;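 active means activation factor of the enzyme at least 2-fold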; further: the source names both 10 and 20 µM as test concentration; values of inactives mirror those of a sister screen read the other way
Target sequence (P09923 whole entry, looked up): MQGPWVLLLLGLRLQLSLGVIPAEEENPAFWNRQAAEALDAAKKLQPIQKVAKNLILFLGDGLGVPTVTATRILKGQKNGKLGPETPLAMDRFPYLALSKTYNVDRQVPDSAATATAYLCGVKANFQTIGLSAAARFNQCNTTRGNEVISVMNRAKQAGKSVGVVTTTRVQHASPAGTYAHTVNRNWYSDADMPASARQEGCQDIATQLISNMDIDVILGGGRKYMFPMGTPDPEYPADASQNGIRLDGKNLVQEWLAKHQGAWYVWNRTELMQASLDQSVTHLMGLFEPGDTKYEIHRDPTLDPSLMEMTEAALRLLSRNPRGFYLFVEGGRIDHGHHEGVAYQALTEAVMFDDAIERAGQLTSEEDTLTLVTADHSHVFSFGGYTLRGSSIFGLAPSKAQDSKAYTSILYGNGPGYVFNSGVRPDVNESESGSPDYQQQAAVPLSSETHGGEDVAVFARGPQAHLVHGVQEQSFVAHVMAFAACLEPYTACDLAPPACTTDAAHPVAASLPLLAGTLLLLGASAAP
mIAP block – blocks mouse intestinal alkaline phosphatase | AID 2806 | inhibition, % at 10 µM | 0.2% of 330,000 active | purified mouse IAP, CDP-Star luminescence, 30 min;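 active means inhibition of at least 40% at 10 µM in the primary screen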;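 further: plate controls were DMSO with enzyme for no effect and no enzyme wells for full effect; values of inactives mirror those of a sister screen read the other way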
MPTP block – permeability transition pore inhibition; isolated mouse mitochondria, Ca2+ swelling absorbance, 30 min; inhibition, % at 10 µM; 1.4% of 360,000 active; AID 602449;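 active means inhibition of 50% or more, scaled per plate between neutral and stimulator controls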;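 further: 0% = DMSO wells given calcium and 100% = 1 mM EGTA wells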
A3G deaminase – inhibitors of human APOBEC3G DNA deaminase; Q9HC16; recombinant A3G, ssDNA deamination FAM/TAMRA fluorescence; inhibition, % at 20 µM; 0.28% of 330,000 active;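 active means inhibition of at least 40% at 20 µM, with no more than 30% in the related APOBEC3A deaminase screen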;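 further: plate controls were DMSO wells with A3G for no effect and wells lacking A3G enzyme for full effect; some compounds called inactive have numbers as strong as hits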
Target sequence (Q9HC16 whole entry, looked up): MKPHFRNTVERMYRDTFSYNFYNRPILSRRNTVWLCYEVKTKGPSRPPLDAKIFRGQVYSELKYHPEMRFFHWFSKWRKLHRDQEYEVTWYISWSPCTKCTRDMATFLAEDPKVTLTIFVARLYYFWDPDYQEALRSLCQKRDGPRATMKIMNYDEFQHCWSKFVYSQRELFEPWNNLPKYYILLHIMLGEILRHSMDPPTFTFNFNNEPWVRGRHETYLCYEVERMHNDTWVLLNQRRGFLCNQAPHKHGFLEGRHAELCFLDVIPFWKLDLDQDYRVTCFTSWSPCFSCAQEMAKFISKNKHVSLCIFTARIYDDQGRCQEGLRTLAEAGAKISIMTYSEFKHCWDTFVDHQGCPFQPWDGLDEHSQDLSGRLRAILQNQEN
ATG4B inh – ATG4B (human) cysteine protease inhibition; Q9Y4P1; ATG4B cleavage of LC3-PLA2, NBD-HPC fluorescence, 1 h; inhibition, % at 8.33 µM; 0.51% of 340,000 active; in the data active means inhibition above about 40%
beta cell repl – induces beta-cell replication in MIN6 cells; MIN6 cells proliferation, ATPlite luminescence, 48 h; cells starved in 0.2% serum; 100% = growth in 10% serum; proliferation, % at 10 µM; 0.29% of 330,000 active;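 active means compounds whose signal lies at least 3.5 SD above the mean of all wells on their plate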;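 further: 0% = DMSO-treated cells in low-serum medium and 100% = 10% serum control; some compounds called inactive have numbers as strong as hits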
A3A deaminase – human APOBEC3A DNA deaminase inhibition; 0.41% of 330,000 active; recombinant A3A, FAM/TAMRA ssDNA deamination fluorescence; inhibition, % at 20 µM; AID 493011;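 active means at least 40% inhibition at 20 µM here, with at most 30% in a related deaminase screen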;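 further: plate controls were A3A with DMSO for no effect and wells lacking A3A enzyme for full effect; some results filed as inactive read as strong as hits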
Target sequence (P31941 whole entry, looked up): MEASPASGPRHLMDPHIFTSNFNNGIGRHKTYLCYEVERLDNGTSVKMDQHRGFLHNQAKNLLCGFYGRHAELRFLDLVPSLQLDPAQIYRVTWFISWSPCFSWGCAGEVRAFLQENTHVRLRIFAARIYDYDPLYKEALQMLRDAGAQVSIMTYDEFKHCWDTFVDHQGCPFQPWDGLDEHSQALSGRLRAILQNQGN
mIAP activ – increases mouse intestinal alkaline phosphatase activity. muIAP, CDP-Star luminescence, 30 min; stronger effect = higher value; 1 = vehicle-only enzyme signal, 0 = enzyme-free wells. activation factor at 10 µM. 0.24% of 330,000 active;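 active means activation factor of at least 2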; further: the source names both 10 and 20 µM as test concentration; values of inactives mirror those of a sister screen read the other way
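System: mouse IAP enzyme. Reagent: CDP-Star chemiluminescent phosphatase substrate. Benchmarks: DMSO wells, no-enzyme wells. Times: 30 min enzyme-substrate-compound incubation at room temperature. Detection: luminescence from enzymatic CDP-Star hydrolysis. Doses: test compounds delivered from DMSO solution.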
hIAP block – blocks human intestinal alkaline phosphatase; 0.12% of 330,000 active; inhibition, % at 10 µM; purified IAP, CDP-Star luminescence, 30 min;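 active means inhibition reaching a set limit with compound at 10 µM in the primary screen, cut at about 35% in these data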;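 further: plate controls were DMSO wells with enzyme for no effect and no-enzyme buffer wells for full effect; values of inactives mirror those of a sister screen read the other way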
Starred values were filed as active, the others as inactive; · = not tested or not shown.

SMILES	hIAP activ	mIAP block	MPTP block	A3G deaminase	ATG4B inh	beta cell repl	A3A deaminase	mIAP activ	hIAP block
CCOC(=O)N1CCN(C(=O)C2CCCN(S(=O)(=O)c3cc(C)ccc3OC)C2)CC1 (configuration not stated)	1.1	-11	0.8	-1	-14	-1	2	1.1	-11
CCOC(=O)c1c(C)[nH]c(C(=O)COC(=O)CNC(=O)C2CCCCC2)c1C	0.94	8	-0.8	0	-3	-1	0	0.92	6
COc1ccc(C(OC(=O)c2ccco2)C(=O)NC2CCCC2)cc1 (configuration not stated)	1	0	0.0	-11	-6	-2	-1	1	0
CC(=O)[C@@]1(O)CC[C@H]2[C@@H]3C[C@H](C)C4=CC(=O)CC[C@]4(C)[C@H]3CC[C@@]21C	0.96	-1	-0.2	-4	8	8	-4	1	4
Cc1cccc(C(=O)N(Cc2nc3ccccc3c(=O)[nH]2)C2CCCC2)c1	0.93	1	0.1	-2	-4	2	1	0.99	7
COc1ccc2cc(C(C)C(=O)N3CCC(C)CC3)ccc2c1 (configuration not stated)	1	-1	2.0	-2	2	0	3	1	-3
Cc1ccc(C)c(OCCC(=O)NNC(=O)c2ccccc2F)c1	1.1	4	-0.6	-11	-5	2	-3	0.96	-13
CC1CCCCN1CCNC(=O)c1cc2c(-c3ccccc3F)nn(C)c2s1 (configuration not stated)	0.89	-2	1.0	3	-14	-4	4	1	11
CCc1ccc(C(=O)COC(=O)c2cc([N+](=O)[O-])ccc2NCCO)cc1	0.97	12	-1.4	-1	-15	0	-1	0.88	3
CCC(C)(C(=O)NC1CCCCC1)N(C(=O)C1CCC(=O)N1)c1ccc(C)cc1 (configuration not stated)	1	8	-0.3	0	-7	3	3	0.92	-4
CCOC(=O)CSc1cc(-c2ccccc2)nc2ncnn12	0.98	-7	2.2	-9	5	0	-3	1.1	2
CC1CC(C)CN(CCCNS(=O)(=O)c2cc(Br)cc3c2N(C(=O)C2CC2)CC3)C1 (configuration not stated)	1.1	-1	-0.9	-2	-14	0	2	1	-11
CCOC(=O)CNC(=O)CSc1nnc(NC(=O)c2ccc(S(=O)(=O)N3CCOCC3)cc2)s1	0.96	-4	-0.4	-5	8	4	2	1	4
COc1ccc(S(=O)(=O)NCc2ccccn2)cc1Br	1.1	22	-0.3	5	0	-3	-4	0.78	-11
O=C(Nc1ccccc1N1CCCCC1)c1ccc(N2C(=O)c3ccccc3C2=O)cc1	0.89	12	4.1	-4	1	6	-3	0.88	11
CCc1cccc(C)c1NC(=O)CSc1ncn[nH]1	1	5	-1.4	-4	1	-1	-3	0.95	-3
O=C(Nc1cc2c3c(c1)C1CCCC1CN3CC1CCCC21)c1ccccc1 (configuration not stated)	0.89	2	0.6	14	10	-5	-4	0.98	11
Cc1cc(C)nc(NC(=O)c2c(C(=O)O)noc2C)n1	0.89	10	2.3	-6	-10	5	-1	0.9	11
COc1ccc(-c2cn3cc(C)ccc3n2)cc1Br	1.1	-13	-4.2	-5	9	-5	2	1.1	-12
N#Cc1ccc(-c2c(-c3ccccc3)ncc3cc(F)ccc23)cc1	1	0	-0.1	-6	-13	-5	3	1	-2
Cc1cc(Cl)ccc1NC(=O)CN1CCCC1	0.96	4	0.9	-10	6	-3	-4	0.96	4
O=C(CCCN1C(=O)c2ccccc2C1=O)Nc1ccccn1	0.82	-1	0.8	2	2	-4	2	1	18
O=C([C@@H]1CC=C[C@@H]2CCN(C3CC3)C(=O)[C@@H]21)N1CCN(c2ccccc2)CC1	1	-1	3.0	-12	5	0	-3	1	-1
Cc1ccc(NS(=O)(=O)c2cc(NC(=O)C(C)Oc3ccccc3)ccc2C)c(C)c1 (configuration not stated)	1	10	4.5	4	-3	-2	-2	0.9	-1
CC(=O)c1cccc(NC(=O)CN(c2cccc(F)c2)S(C)(=O)=O)c1	1.1	2	-1.5	-7	1	1	-6	0.97	-12
O=C(COC(=O)c1ccc(Cl)cc1)NC1CCCCCC1	1	8	-1.1	1	-6	-5	-1	0.92	-2
Cc1ccc(C(=O)OCC(=O)NNC(=O)COc2ccc(Cl)cc2)c(O)c1	1.2	18	-1.1	-5	9	-2	1	0.82	-24
Cc1cccc(N/C=C(\[N+](=O)[O-])S(=O)(=O)c2ccccc2)c1	1	3	0.1	-2	7	-1	2	0.97	-2
CC(C)(C)NC(=O)NC(=O)COC(=O)CNC(=O)c1cccc(F)c1	0.91	5	0.4	-7	1	-3	-3	0.95	9
Cn1c(N)c(C(=O)CSc2ncn[nH]2)c(=O)n(C)c1=O	1.2	2	0.1	1	-2	-5	-8	0.98	-20
N#Cc1cnn(CC2CCCCC2)c1N	0.97	10	1.1	-3	-6	-2	1	0.9	3
Cc1ccc(NC2=C([N+](=O)[O-])CS(=O)(=O)C2)cc1	0.89	5	-0.8	3	11	3	3	0.95	12
COCCn1c(C)cc(C(=O)COC(=O)c2ccc(Cl)c(S(N)(=O)=O)c2)c1C	1.1	0	0.2	-7	2	-5	-3	1	-11
O=C(Cn1cnc2ccccc21)OCC(=O)N1CCCCC1	1.1	4	0.0	-1	2	-3	2	0.96	-10
COc1ccccc1CC(=O)Nc1ncc(C)s1	1.2	3	0.2	-19	2	-3	-4	0.97	-16
CN(C)C(=S)Nc1cccc(F)c1	1.8	4	1.0	-6	0	2	-4	0.96	-77

Exported as a markdown table: entries from further up.
| SMILES | hIAP activ | mIAP block | MPTP block | A3G deaminase | ATG4B inh | beta cell repl | A3A deaminase | mIAP activ | hIAP block |
| --- | --- | --- | --- | --- | --- | --- | --- | --- | --- |
| O=C(COC(=O)c1ccc(Cl)cc1)NC1CCCCCC1 | 1 | 8 | -1.1 | 1 | -6 | -5 | -1 | 0.92 | -2 |
| Cc1ccc(C(=O)OCC(=O)NNC(=O)COc2ccc(Cl)cc2)c(O)c1 | 1.2 | 18 | -1.1 | -5 | 9 | -2 | 1 | 0.82 | -24 |
| Cc1cccc(N/C=C(\[N+](=O)[O-])S(=O)(=O)c2ccccc2)c1 | 1 | 3 | 0.1 | -2 | 7 | -1 | 2 | 0.97 | -2 |

The listing continues.
SMILES	hIAP activ	mIAP block	MPTP block	A3G deaminase	ATG4B inh	beta cell repl	A3A deaminase	mIAP activ	hIAP block
CN(C)c1oc(-c2ccccc2F)nc1C#N	1	1	-0.2	-5	8	0	-1	0.99	-3
COC(=O)c1cc(-c2cccc(OC)c2)on1	1	-2	-2.5	-7	-9	-3	-2	1	-4
CCC(C)[C@H](Nc1nc(-c2ccccc2)nc2c1oc1ccccc12)C(=O)O (some centres not stated)	1.1	-1	-2.4	-2	44*	-1	5	1	-6
Cc1nn(C(=O)c2ccccc2)c2c1C(=O)CC(C)(C)C2	1.1	2	1.6	-6	-3	-2	-2	0.98	-8
Cc1cccc(N2CCN(CC(=O)Nc3ccc(-n4cnnn4)cc3)CC2)c1C	0.89	-8	-0.8	7	-14	-2	5	1.1	11
CCOc1ccc(NC(=O)CCC(=O)Oc2ccc(C)cc2)cc1	0.97	4	1.4	-6	-2	0	0	0.96	3
COC(=O)c1ccc(CSc2ncnc3c2nnn3-c2ccc(F)cc2)o1	0.88	-5	-7.2	1	2	-3	6	1	12
CCCc1ncc(C(O)c2cccc(OC)c2)n1C (configuration not stated)	1.1	-12	-1.3	-12	-13	-4	-7	1.1	-10
Cc1cc(N)ccc1NC(=O)CN1CCCC1	1	2	-0.6	6	-5	0	-4	0.98	-1
COc1cc(CN(C)Cc2nc3cc(C(F)(F)F)ccc3c(=O)[nH]2)ccc1OC(F)F	1.2	-2	0.9	-3	-7	-4	-3	1	-24
Cc1ccc(CN2CCCOCCS2(=O)=O)cc1	0.88	6	-0.8	-9	2	1	-2	0.94	12
COc1ccc(S(=O)(=O)NCc2c(-c3ccccc3)noc2C)c(OC)c1	1	11	2.6	-9	-1	-1	-2	0.89	-4
CCOC(=O)C1C(=O)CC(C)(O)C(C(=O)OCC)C1c1ccc(Br)o1 (configuration not stated)	0.99	-1	·	-3	-3	-3	0	1	1
CC(=O)Nc1cccc(/C(C)=N/NC(N)=S)c1	0.76	11	-0.4	5	3	1	3	0.89	24
O=c1[nH]ncc(N2CCN(C(c3ccccc3)c3ccccc3)CC2)c1Cl	1.1	2	-1.6	-9	3	0	-3	0.98	-7
O=C(CCC1CCCN(C(=O)CCCc2ccccc2)C1)N1CCN(c2ccccn2)CC1 (configuration not stated)	1.1	-11	2.7	-8	17	-4	-5	1.1	-12
COc1ccc(CN2CCN(S(=O)(=O)c3ccc(F)cc3)CC2)cc1OC	1.3	-5	0.6	1	-8	-2	4	1	-30
Cc1c(NC(=O)/C(C#N)=C/c2ccc(-c3ccccc3Cl)o2)c(=O)n(-c2ccccc2)n1C	0.84	11	1.3	-2	-13	-4	6	0.89	16
Cc1sc(NC(=O)C2CCCCC2C(=O)O)c(C(N)=O)c1-c1ccc(C(C)C)cc1 (configuration not stated)	1	4	-2.4	15	16	-2	-1	0.96	-5
COc1ccc(-c2c(NC(=O)c3ccco3)n(-c3ccccc3)nc(C)c2=O)cc1	1.1	-6	0.7	-3	2	-1	0	1.1	-12
Cn1cc(SCC(=O)NCc2ccc3c(c2)OCO3)c2ccccc21	1	3	-0.7	3	-16	3	2	0.97	-4
C/C(CC(=O)NCC(C)C)=N\NC(=O)COc1cc(C)c(Br)cc1Br	1.1	9	-1.6	-3	-12	1	1	0.91	-11
Cc1ccc(-c2csc(NC(=O)c3ccno3)n2)cc1	1.1	11	1.0	-2	18	-2	5	0.89	-13
O=C(Cn1cnc2c(cnn2-c2ccc(F)cc2)c1=O)NCc1ccco1	1.1	7	-0.5	-3	-2	-1	3	0.93	-14
O=C(c1ccc(OC2CCN(Cc3ccccc3OC(F)F)CC2)cc1)N1CCCC1	0.88	3	1.2	-1	42*	-3	-1	0.97	12
O=C(c1cccs1)N1CCN(S(=O)(=O)N2CCOCC2)CC1	1.4	7	0.4	-10	-17	-1	-1	0.93	-40
CC(=O)c1ccc(S(=O)(=O)NCCC(=O)OCC(=O)NCCc2ccccc2)cc1	1.3	-3	0.0	-1	-10	-4	0	1	-28
Cc1nnc(SCC(N)=O)n1CC1CCCO1 (configuration not stated)	0.84	0	0.8	-5	-8	2	4	1	16
CCCCCCn1c(CN2CCN(C(=O)c3ccco3)CC2)nc2c1c(=O)n(C)c(=O)n2C	0.88	0	0.3	0	-23	1	-1	1	12
O=C(Cc1ccccc1)NNC(=O)Nc1ccc(Cl)c(Cl)c1	1.5	5	6.6	-3	-12	-3	1	0.95	-55
Cc1nc(Oc2ccc(S(=O)(=O)N3CCOCC3)cc2Cl)c2c3c(sc2n1)CCCC3	1.3	0	0.2	-8	1	-2	-8	1	-30
COc1ccccc1OCc1nc(-c2cccc([N+](=O)[O-])c2)no1	1.1	-8	-0.4	5	0	0	4	1.1	-7
COc1ccc(NC(C)C(=O)N/N=C/c2ccc([N+](=O)[O-])s2)cc1 (configuration not stated)	1.1	3	-0.7	-4	-2	-4	2	0.97	-8
O=C(COC(=O)c1ccc(Br)o1)c1ccc(S(=O)(=O)N2CCCCC2)cc1	1.1	-13	-1.0	-4	-9	-4	1	1.1	-14
Cc1cc(F)ccc1NC(=O)c1cccnc1	1.1	9	-2.9	-1	-16	0	2	0.91	-7
CCOC(=O)[C@H]1[C@H]2COc3ccc(Br)cc3[C@@H]2N2C(=O)c3cc(OC)c(OC)cc3NC(=O)[C@@]12C	1.1	-2	1.7	-4	-13	-4	3	1	-11
Cc1cc(NC(=O)CSc2nnnn2-c2ccc(C)c(Cl)c2)no1	1.1	-2	-0.5	-5	-6	4	3	1	-6
CCOC(=O)c1nnn(-c2nonc2-n2cccc2)c1-c1cccc([N+](=O)[O-])c1	0.85	7	-0.1	-12	2	1	2	0.93	15
